# High-throughput results (PubChem)
# Lmaj promast: inhibitors of Leishmania major promastigote growth; AID 1063; 9% of 200,000 active; Leishmania major promastigotes, resazurin fluorescence viability; inhibition, % at 10 µM; in the data active means inhibition above about 50%;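 further: promastigotes grown with compound for 44 hours at 28 °C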
# bIAP inh: blocks bovine intestinal alkaline phosphatase activity; purified bovine IAP, CDP-star luminescence, 30 min; inhibition, % at 20 µM; 190,000 tested, under 10 active; AID 1019;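 active means over 50% inhibition of intestinal alkaline phosphatase at 20 µM in the single-dose screen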
#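 System: purified bovine intestinal alkaline phosphatase (IAP) enzyme; Input: IAP diluted 1/65,000,000 in the well; Measured by: CDP-star luminescence signal; Compound dosing: 20 µM single dose; Incubation: 30 min reaction at room temperature.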
# bIAP act: increases bovine intestinal alkaline phosphatase activity; purified bovine IAP, CDP-star luminescence, 30 min; hits give high values; fold of DMSO-control signal, blank-subtracted; activation factor at 20 µM; 0.17% of 200,000 active; AID 1016;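 active means activation factor of 2 or more at 20 µM, a signal rise over negative controls twice the positive control's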
# TLR4-MyD88 BLA: inhibitors of human TLR4-MyD88 binding. O00206+Q99836. HeLa CL3-4 TLR4/MyD88 BLA complementation, FRET ratio. inhibition, % at 8.4 µM. 0.18% of 200,000 active; in the data active means inhibition above about 25%;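 further: 0% = vehicle and 100% = reference inhibitor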
# S1P3 antag: antagonists of human S1P3 receptor | Q99500 | CHO S1P3 NFAT-BLA reporter, FRET fluorescence, antagonist mode | inhibition, % at 4.98 µM | 0.27% of 170,000 active;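 active means inhibition above the plate cutoff, the mean inhibition of test wells on that plate plus 3 SD, cut at about 28% in these data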;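 further: cells challenged with S1P at its EC80 of 0.8 µM; blue over green emission ratio from cleaved BLA substrate after 4 h stimulation; 0% = S1P-stimulated wells and 100% = unstimulated DMSO-only wells; some compounds past the cut are filed as inactive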
# DTT redox prof: compounds producing H2O2 with reducing agent – biochemical, NIH compound library profiling, artefact control for MLSCN library redox annotation, primary screen. DTT-dependent redox cycling H2O2, phenol red/HRP absorbance; 100% = 100 µM peroxide control, 0% = buffer. AID 878. 0.03% of 200,000 active. activation, % at 10 µM;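 active means activation of at least 50% relative to the plate's high and low controls in the primary single-dose screen; inactive means activation below 50%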;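 further: compound incubated with DTT at 0.8 mM final as the reducing agent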
# PPARg SRC-1 ag: agonists of human PPARgamma SRC-1 coactivator recruitment; P37231; PPARgamma-SRC-1 coactivator recruitment biochemical assay; activation, % at 8 µM; 0.41% of 200,000 active; in the data active means activation above about 19%;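 further: 0% = DMSO and 100% = reference agonist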
# Target sequence (P37231 whole entry, looked up): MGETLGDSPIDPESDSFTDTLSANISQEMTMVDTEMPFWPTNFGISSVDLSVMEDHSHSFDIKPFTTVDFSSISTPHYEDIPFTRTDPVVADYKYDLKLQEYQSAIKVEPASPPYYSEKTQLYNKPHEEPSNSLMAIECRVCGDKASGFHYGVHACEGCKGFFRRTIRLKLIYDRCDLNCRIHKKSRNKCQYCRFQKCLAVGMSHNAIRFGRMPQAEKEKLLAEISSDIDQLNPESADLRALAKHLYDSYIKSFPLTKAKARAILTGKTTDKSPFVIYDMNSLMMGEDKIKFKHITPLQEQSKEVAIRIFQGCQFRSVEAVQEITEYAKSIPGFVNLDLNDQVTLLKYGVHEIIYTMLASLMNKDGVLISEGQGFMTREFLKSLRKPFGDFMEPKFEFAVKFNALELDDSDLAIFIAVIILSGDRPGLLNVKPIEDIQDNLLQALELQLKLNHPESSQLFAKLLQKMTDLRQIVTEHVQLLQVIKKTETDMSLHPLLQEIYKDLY
# PPARg SRC2 recr: promotes SRC-2 coactivator recruitment by human PPARgamma; P37231; PPARgamma LBD-SRC-2 recruitment, biochemical; activation, % at 8 µM; 0.34% of 200,000 active; AID 1032; in the data active means activation above about 22%;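 further: 0% = vehicle and 100% = reference agonist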
# ROMK primary: modulators of human ROMK potassium channel; Tet-inducible ROMK, thallium flux fluorescence; actives lie on both sides; B-score at 10 µM; 2% of 130,000 active;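 active means signal ratio slope over the read window, or its plate-corrected B-score, at least 3 SD from the plate mean, either direction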;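 further: B-score of the F/F0 ratio slope over 7 to 12 s after thallium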
# Target sequence (P48048 whole entry, looked up): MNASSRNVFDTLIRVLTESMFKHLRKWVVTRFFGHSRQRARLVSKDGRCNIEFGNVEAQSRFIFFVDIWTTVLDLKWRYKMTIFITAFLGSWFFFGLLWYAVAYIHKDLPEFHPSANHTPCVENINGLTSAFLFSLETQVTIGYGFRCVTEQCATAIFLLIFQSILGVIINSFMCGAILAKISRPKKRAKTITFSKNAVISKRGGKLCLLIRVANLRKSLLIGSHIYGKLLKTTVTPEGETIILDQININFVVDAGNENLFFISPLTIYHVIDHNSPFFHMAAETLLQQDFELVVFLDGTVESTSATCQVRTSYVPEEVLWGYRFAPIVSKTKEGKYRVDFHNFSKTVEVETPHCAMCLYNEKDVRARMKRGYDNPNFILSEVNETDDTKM
# PPARg SRC3 recr: promotes SRC-3 coactivator recruitment by human PPARgamma | activation, % at 8 µM | biochemical PPARgamma/SRC-3 coactivator recruitment assay | P37231 | 0.26% of 200,000 active; in the data active means activation above about 23%;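 further: 0% = DMSO and 100% = reference agonist; some compounds past the cut are filed as inactive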
# SRC2 TRFRET art: flags TR-FRET format artefacts in PPARgamma SRC-2 recruitment agonist screen; TR-FRET artefact counter-screen; hits give high values; TR-FRET ratio at 8 µM; 0.4% of 200,000 active; AID 1049; in the data active means TR-FRET ratio above about 2000; further: inactives centre near 1500; reference of the scale not given here
# Numbers without * were called inactive; . = not tested or not shown.
SMILES,Lmaj promast,bIAP inh,bIAP act,TLR4-MyD88 BLA,S1P3 antag,DTT redox prof,PPARg SRC-1 ag,PPARg SRC2 recr,ROMK primary,PPARg SRC3 recr,SRC2 TRFRET art
COc1nccnc1NS(=O)(=O)c1ccc(NC(=S)NC(=O)/C=C/c2ccccc2)cc1,-4,18,0.8,-7,7,0.3,1,-6,.,-3,1567
Cn1nc(C(=O)N2CCOCC2)c2ccccc2c1=O,1,4,1,-7,-14,1.8,-1,1,.,3,1639
CCOC(=O)CSc1nnc(Cn2nnc(-c3ccccc3)n2)n1CC,-1,11,0.9,-80,-5,-3.2,6,0,0.44,5,1580
Cc1nnc(NC(=O)CSc2nc(C(C)C)nc3sc(C)c(C)c23)s1,6,9,0.9,-1,.,-3.2,2,10,-0.32,3,1597
N#Cc1ccc(CSc2nnc3[nH]c(=O)cc(N)n23)cc1,-2,-26,1.3,8,-5,-1.5,-2,4,-0.36,0,1594
CN(C)S(=O)(=O)c1ccc(C(=O)NCCOc2ccc(F)cc2)cc1,-3,4,1,14,.,0.0,6,-4,-0.18,11,1566
NC(=O)c1ccc(N2CCN(c3ccccc3O)CC2)c([N+](=O)[O-])c1,1,1,1,-8,21,-1.1,5,0,0.45,-2,1642
O=C(NCCN1CCCCC1)c1ccc2c(c1)OCCO2,-1,-7,1.1,-10,8,-0.1,-6,0,-0.097,-5,1600
COC(=O)C1CCN(CC(=O)Nc2cc(Cl)ccc2OC)CC1,1,-11,1.1,1,-19,0.6,9,7,0.17,4,1618
CCc1nnc(NC(=O)Nc2ccccc2OC)s1,-8,6,0.9,-4,-2,0.3,-4,-2,.,9,1597
c1ccc(-c2csc(Nc3ncccn3)n2)cc1,-3,13,0.9,-2,3,0.6,-4,-2,0.62,-3,1453
Cc1ccc(NC(=O)c2ccc(OC(=S)N3CCOCC3)cc2)cc1,-5,6,0.9,-2,.,-7.0,5,3,.,-9,1692
Cc1nnc(SCc2ccccc2)nc1/C=C/NOCc1ccc(Cl)cc1Cl,1,47,0.5,-4,.,0.6,2,3,-0.4,-7,1504
COc1cccc(/C=C2\C(=O)C(=O)c3ccccc32)c1,0,14,0.9,-4,.,1.2,0,5,-1.8,-5,1558
COC(=O)CNC(c1ccccc1)c1cc(Cl)ccc1NC(=O)c1cccc(Cl)c1 (stereo not drawn),6,2,1,-20,19,-0.4,2,0,-0.67,1,1716

# Among those listed so far, three contain a Cl atom.
SMILES,Lmaj promast,bIAP inh,bIAP act,TLR4-MyD88 BLA,S1P3 antag,DTT redox prof,PPARg SRC-1 ag,PPARg SRC2 recr,ROMK primary,PPARg SRC3 recr,SRC2 TRFRET art
COC(=O)C1CCN(CC(=O)Nc2cc(Cl)ccc2OC)CC1,1,-11,1.1,1,-19,0.6,9,7,0.17,4,1618
Cc1nnc(SCc2ccccc2)nc1/C=C/NOCc1ccc(Cl)cc1Cl,1,47,0.5,-4,.,0.6,2,3,-0.4,-7,1504
COC(=O)CNC(c1ccccc1)c1cc(Cl)ccc1NC(=O)c1cccc(Cl)c1 (stereo not drawn),6,2,1,-20,19,-0.4,2,0,-0.67,1,1716

# The list continues:
SMILES,Lmaj promast,bIAP inh,bIAP act,TLR4-MyD88 BLA,S1P3 antag,DTT redox prof,PPARg SRC-1 ag,PPARg SRC2 recr,ROMK primary,PPARg SRC3 recr,SRC2 TRFRET art
CC(=O)NN1C(=O)c2ccccc2NC1c1ccccn1 (stereo not drawn),28,-6,1.1,-4,-24,-0.7,2,13,.,5,1595
Cc1ccc(CSc2nnc(-c3ccncc3)o2)c(C)c1,-2,12,0.9,-2,1,0.0,6,5,-0.53,-2,1534
O=CNC(Cc1ccccc1)C(=O)O (stereo not drawn),-4,-2,1,14,.,0.4,-1,0,2.2*,-3,1402
NNC(=O)COc1ccc(F)cc1,-7,44,0.6,-13,2,0.0,8,7,.,5,1550
COCCn1c(C)cc(C(=O)CSc2nc3ccccc3c(=O)n2C(C)COC)c1C (stereo not drawn),15,-15,1.2,8,0,-1.5,4,-1,-0.7,-1,1488
Cc1cccc(Oc2cc([N+](=O)[O-])cc3c2C(=O)Nc2ccccc2O3)c1,2,-7,1.1,2,-4,0.5,5,16,0.53,7,1752
COc1cc(NC(=O)c2onc(C)c2Cl)c(OC)cc1Cl,-4,15,0.8,4,-18,-0.6,9,4,.,2,1734
Cc1cc(C(=O)Nc2ccc3c(c2)OCCO3)c2ccccc2n1,-2,5,1,-3,-30,0.1,6,7,1.1,5,1672
COc1ccc2c(CC(=O)Nc3cccc(S(=O)(=O)N4CCOCC4)c3)coc2c1,-2,0,1,1,-16,0.2,5,9,.,5,1708
CC(C)NC(=O)c1sc2nc3c(c(-c4cccs4)c2c1N)CN(C)CC3,5,-11,1.1,1,.,0.3,8,1,0.29,4,1532
COc1ccccc1C(=O)n1nc(-c2cccnc2)nc1NCc1ccccc1,1,-9,1.1,1,3,0.1,1,5,.,3,1537
Cc1ccc(NC(=O)CN2CCN(CCN=CC3=C(O)CC(c4ccc(C)cc4)CC3=O)CC2)cc1 (stereo not drawn),-3,-11,1.1,9,-7,0.1,-2,4,-0.76,3,1396
COc1ccc(OC)c(C2=NOC(C(=O)NCc3cccs3)C2)c1 (stereo not drawn),2,8,0.9,2,-23,-0.5,8,6,0.065,2,1686
O=C(NCc1ccco1)c1cc2nc(C3CC3)cc(C(F)(F)F)n2n1,-2,10,0.9,3,-2,2.8,2,1,.,-1,1267
Cc1sc(-c2ccccn2)nc1OC(=O)c1cccc(Cl)c1Cl,-10,14,0.9,2,.,1.5,-1,0,.,-10,1529
Cc1sc2nc(COC(=O)C(NC(=O)c3ccc(Cl)cc3Cl)C(C)C)[nH]c(=O)c2c1C (stereo not drawn),33,26,0.7,-2,1,0.1,3,6,-0.26,3,1638
CCN1C(=O)N(CC)C2C1N(C(C)=O)C(=O)N2C(C)=O (stereo not drawn),-6,-7,1.1,-20,-9,4.8,1,1,.,-8,1536
COc1cc(OC)cc(C(=O)Nc2nnc(-c3cccnc3)o2)c1,36,-37,1.4,-19,-9,-1.7,12,0,0.42,7,1656
COc1ccccc1C(=O)Nc1sc2c(c1C(=O)NCc1ccco1)CCCC2,-4,7,0.9,2,.,0.5,9,5,-0.48,-2,1584
Cc1cc(C(F)(F)F)nn1CC(=O)NCc1ccccc1,-1,16,0.8,1,.,0.3,3,4,-0.24,4,1467
Cn1cc(C(=O)c2cccc(Cl)c2Cl)cc1C(=O)O,-6,3,1,-7,.,1.9,-1,3,.,-4,1466
O=C(Nc1nccs1)c1cc2sccc2n1Cc1ccc(F)cc1,-2,7,0.9,-1,16,0.2,1,7,.,3,1903
CC(C)CC(=O)NC(=S)NCCc1ccccc1,41,12,0.9,-1,.,-3.6,-1,-3,.,0,1566
Cn1c(=NC(=O)c2ccccc2[N+](=O)[O-])sc2cc(S(C)(=O)=O)ccc21,49,-15,1.2,2,2,0.2,-9,-5,0.68,4,1538
CN(C)/N=C/C=C1\CCC/C(=C\c2ccc(F)c(F)c2)C1=O,97*,6,0.9,0,-3,-0.2,3,1,-2.2,8,1489
Cc1ccc(Nc2cc(=O)oc3ccccc23)c(C)c1,9,6,0.9,9,.,0.3,2,-2,0.026,7,1723
Cc1ccc(/C=N/N2CCN(Cc3ccc(Cl)cc3)CC2)o1,52*,5,0.9,-9,.,-0.1,0,9,0.2,0,1632
Cn1nc([N+](=O)[O-])nc1Sc1nnnn1-c1ccc(C(=O)O)cc1,2,-19,1.2,-15,-5,-0.6,-2,2,1.5,2,1566
CCOc1c(OC(C)=O)ccc(/C=C/c2ccc3cccc(OC)c3n2)c1[N+](=O)[O-],-1,-18,1.2,1,-3,0.2,7,4,1.5,4,1788
O=C(CCc1ccccc1)Nc1ccc(Cl)cn1,-4,-4,1,-3,18,-2.7,4,7,.,10,1585
N#Cc1ccc(NC(=O)Nc2ccc(Cl)cc2)cc1,28,14,0.9,-14,44,0.4,-1,0,.,-4,1350
CC(=O)N1CCN(c2ccc(Nc3ncnc4c3oc3ccccc34)cc2)CC1,62*,-9,1.1,-6,17,3.6,15,23*,.,13,1766
Cc1ccc(NC(=O)COC(=O)C2COc3ccccc3O2)cc1S(=O)(=O)N1CCOCC1 (stereo not drawn),-7,18,0.8,-5,6,-0.5,8,3,.,-2,1642
Cc1cc([N+](=O)[O-])ccc1NC(=O)c1cccc(NC(=O)C(C)C)c1,-3,16,0.8,3,-3,-1.3,1,7,0.59,1,1544
CCOC(=O)c1c(NC(=O)OC)sc2c1CCC2,-1,4,1,7,17,1.1,6,1,.,-1,1472
CCNS(=O)(=O)c1ccc(CCC(=O)Nc2ccc(C(=O)OC)cc2)cc1,6,8,0.9,9,-8,0.3,1,-3,-1.3,-2,1542
Cc1ccc(N2CCCCn3c2nc2c3c(=O)[nH]c(=O)n2C)cc1,3,-19,1.2,-3,-16,1.4,10,-2,.,-8,1391
Cc1cc2nc(-c3ccc(SCC(=O)N4CCN(C(=O)c5ccco5)CC4)nc3)[nH]c2cc1C,17,-5,1,-2,.,2.9,9,1,.,-3,1647
CC(=O)c1cccc(NC(=O)C2CCN(S(=O)(=O)c3ccc(C)cc3)CC2)c1,-1,.,0.4,6,-36,0.9,2,9,-0.058,0,1542
O=C(C1CCCN1S(=O)(=O)c1cccc2cccnc12)N1CCn2c1nc1ccccc12 (stereo not drawn),38,-2,1,-3,5,-0.8,-2,5,.,6,1561
COc1ccc(CNC(=O)COC(=O)c2ccc(OCc3c(C)noc3C)cc2)cc1OC,-2,19,0.8,-6,6,0.6,1,-4,.,1,1498
O=C(Nc1ccccc1N1CCCC1)c1cccnc1Cl,2,-8,1.1,17,.,0.3,-5,1,.,2,1344
CCCNC(=S)N1CCN(C)CC1,33,-4,1,0,-23,-0.3,-3,-8,.,-1,1637
COc1ccccc1-c1cc(C(F)(F)F)nc(N2CCN(c3ccccc3)CC2)n1,11,11,0.9,-8,.,-0.1,5,-3,-0.22,8,1679
Cc1ccc(S(=O)(=O)NC(C(=O)N2CCOCCOCCOCC2)c2ccccc2)cc1 (stereo not drawn),-4,-57,1.6,-2,-10,-0.3,11,11,0.78,2,1585
COc1ccc(Cl)cc1N(CC(=O)N(C)C)S(=O)(=O)c1ccc(C)c([N+](=O)[O-])c1,10,-5,1.1,2,-13,-0.2,6,1,0.58,1,1604
COCCNC(=S)Nc1ccccc1[N+](=O)[O-],2,-9,1.1,18,-4,0.0,2,7,-0.29,0,1542
Cc1cccc(-c2cc3nc4c(c(N5CCCC(O)C5)n3n2)CCC4)c1 (stereo not drawn),39,-9,1.1,-13,51,-4.2,5,6,-0.69,8,1686
COCCN(C(=O)CCCC(=O)Nc1ccccn1)C(C(=O)NC1CCCCC1)c1ccc(C)cc1 (stereo not drawn),5,-8,1.1,1,12,2.1,4,-10,.,-14,1508
CCOc1ccccc1N(CC(=O)NC1CCCCC1)S(C)(=O)=O,-8,0,1,3,-13,-2.6,6,1,.,0,1504
O=C1C2C3C=CC(C3=C(c3ccccc3)c3ccccc3)C2C(=O)N1CCO (stereo not drawn),98*,3,1,-5,.,0.2,-2,-2,0.43,-2,1462
